C2C12 statin: protects C2C12 myotubes from simvastatin toxicity; ATP luminescence, 48 h; scaled: DMSO 0, geranylgeraniol control 100; AID 602340; rescue of ATP level, % at 7.49 µM; 0.78% of 330,000 active;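 active means mean ATP rescue above about 67%, or every replicate alone reaching that limit, limit read from the data, passing the limit was not always enough; inconclusive means no clear call, values can overlap the other calls; inactive means mean under the limit and some replicate under it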;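 further: myotubes were challenged with 10 µM simvastatin during compound exposure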
Xi reactivation: activators of X-chromosome reactivation in mouse fibroblasts | 0.055% of 360,000 active | AID 743238 | XiGFP mouse fibroblasts, % GFP-positive cells imaging, 3 d; cells co-treated with 5-aza-dC sensitizer; scaled so ellipticine positive control = 100% | activation, % at 7.58 µM;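 active means mean normalized replicate activation at least 10% and every replicate at or above 10%; inconclusive means only one of the two criteria met; inactive means mean below 10% and not all replicates reach 10%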;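 further: 0% = median of on-plate neutral control wells and 100% = ellipticine 6 µM median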
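System: SV40-immortalized XiGFP fibroblast cells, line 68-5-11 / Incubation: 3-day compound exposure, then 15 min fixation at room temperature / Compound: single concentration per compound, delivered by pin transfer / Buffer or medium: DMEM plus 5-aza-dC sensitizer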
S100A4 inh HTS: blocks human S100A4 binding to myosin IIA peptide; P26447; S100A4/TAMRA-MyoIIA peptide fluorescence polarization; inhibition, % at 10.7 µM; 0.14% of 360,000 active;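 active means mean inhibition of at least 70% across replicates, with every replicate also reaching that level; inconclusive means mean inhibition reaches 70% but some replicates fall short; inactive means mean inhibition below 70%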
Target sequence (P26447 whole entry, looked up): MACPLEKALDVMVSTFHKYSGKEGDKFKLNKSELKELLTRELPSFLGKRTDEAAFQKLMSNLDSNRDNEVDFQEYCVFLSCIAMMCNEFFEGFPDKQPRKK
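Material: S100A4 monomer protein / Buffer or medium: 50 mM HEPES pH 7.2, 10 mM CaCl2, 100 mM KCl / Times: 5 min incubation before reading / Benchmarks: neutral control DMSO, positive control TFP / Reagent: labelled myosin peptide probe, 5 nM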
ERAP1 inh: blocks human ERAP1 aminopeptidase activity; recombinant ERAP1, Leu-AMC fluorescence, 60 min; Q9NZ08; 0.15% of 340,000 active; inhibition, % at 10.7 µM;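 active means mean replicate inhibition of at least 30%, or all replicates individually reaching that 30% level; inactive means mean below 30% and not every replicate reaching it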;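 further: 0% = neutral control wells and 100% = L-leucinethiol positive control wells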
Target sequence (Q9NZ08 whole entry, looked up): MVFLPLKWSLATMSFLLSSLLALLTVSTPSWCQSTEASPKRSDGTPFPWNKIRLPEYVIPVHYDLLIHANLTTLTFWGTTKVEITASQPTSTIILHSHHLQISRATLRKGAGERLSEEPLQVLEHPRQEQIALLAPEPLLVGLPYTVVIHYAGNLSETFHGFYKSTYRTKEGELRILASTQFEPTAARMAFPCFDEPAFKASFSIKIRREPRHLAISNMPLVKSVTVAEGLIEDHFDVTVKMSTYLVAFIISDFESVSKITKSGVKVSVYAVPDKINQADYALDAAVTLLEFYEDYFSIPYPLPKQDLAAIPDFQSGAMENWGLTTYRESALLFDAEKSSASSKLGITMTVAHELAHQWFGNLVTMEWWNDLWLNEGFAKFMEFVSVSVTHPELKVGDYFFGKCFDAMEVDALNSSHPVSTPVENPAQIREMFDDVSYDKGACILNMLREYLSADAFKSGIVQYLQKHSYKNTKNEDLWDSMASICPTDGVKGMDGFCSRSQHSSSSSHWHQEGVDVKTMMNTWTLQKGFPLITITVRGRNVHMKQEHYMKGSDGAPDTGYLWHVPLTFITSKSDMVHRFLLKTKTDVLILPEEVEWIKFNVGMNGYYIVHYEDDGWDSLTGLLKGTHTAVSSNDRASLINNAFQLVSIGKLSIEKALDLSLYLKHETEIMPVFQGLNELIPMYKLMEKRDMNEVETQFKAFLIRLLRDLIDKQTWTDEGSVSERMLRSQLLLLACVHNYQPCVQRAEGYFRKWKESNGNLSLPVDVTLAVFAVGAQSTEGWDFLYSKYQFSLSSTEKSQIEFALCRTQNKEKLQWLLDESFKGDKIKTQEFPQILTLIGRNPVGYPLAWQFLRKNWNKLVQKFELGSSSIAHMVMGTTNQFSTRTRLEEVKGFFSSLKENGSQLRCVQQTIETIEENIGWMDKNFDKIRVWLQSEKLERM
SIRT5 inh: sirtuin-5 (human) deacylase inhibition | inhibition, % at 15 µM | Purified SirT5, succinyl-peptide AMC, trypsin-coupled fluorescence | 1.1% of 330,000 active | AID 652115 | Q9NXA8; in the data active means inhibition above about 15%; inconclusive means no clear call, values can overlap the other calls
PGC1a acetyl inh: modulators of PGC1a acetylation | AID 651687 | inhibition, % at 15.6 µM | 0.17% of 350,000 active | U2OS PGC1a acetylation, AlphaScreen anti-acetyl-lysine; with virally co-expressed GCN5 acetyltransferase;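 active means every replicate shows inhibition of at least 40%; inconclusive means mean inhibition at least 40% but some replicate below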;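 further: 0% = neutral control wells and 100% = positive control wells; some results beyond the cut were filed as inactive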
LGR2 antag: blocks bursicon-induced cAMP signaling via Drosophila LGR2; HEK293 LGR2, CRE-luciferase, bursicon-stimulated, 4 h; inhibition, % at 9.99 µM; 0.35% of 380,000 active; AID 720647;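 active means drop in luminescence signal, shown as inhibition above about 50% in the replicate tests, limit read from the data, passing the limit was not always enough; inconclusive means probably only some replicates passing the limit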;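 further: agonist challenge used bursicon conditioned medium at about half maximal strength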
Cneo AK release: causes C. neoformans cell lysis | adenylate kinase release luminescence, 4 h; normalised: neutral wells 0, clomiphene wells 100 | lysis activity, % at 15 µM | 0.2% of 360,000 active | AID 651654;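 active means mean lysis activity across replicates of at least 80%, whatever share of replicates individually reach that level; inactive means mean lysis activity below 80%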
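read-out = cell lysis signal | test system = log-phase Cryptococcus neoformans yeast cells | input = cells at 5 × 10^6 per mL | medium = fresh YPD growth medium | signal = luminescent adenylate kinase detection reagent | timing = 4 h at 37 °C static, read 1 h later | dosing = single dose | controls = Clomiphene as positive lysis control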
The depositor's hits bear a star; ? = inconclusive; / = no result given.

smiles | C2C12 statin | Xi reactivation | S100A4 inh HTS | ERAP1 inh | SIRT5 inh | PGC1a acetyl inh | LGR2 antag | Cneo AK release
CCc1ccc(C(CNC(=O)c2ccc3c(=O)n(-c4ccccc4F)c(=S)[nH]c3c2)N(C)C)cc1 (stereo unspecified) | / | 0.0 | 4 | 4 | -4 | / | 27 | /
CCN(C(=O)COC(=O)c1ccccc1O)c1nc2ccccc2s1 | 2 | 0.3 | 1 | 2 | / | -12 | -4 | 3
COc1ccc(CC(NC(C)=O)C(=O)NC2CCN(C(=O)C3CCCCC3)CC2)cc1OC (stereo unspecified) | 4 | 0.1 | 1 | -5 | 1 | / | 7 | -1
C(=N\N(Cc1ccccc1)c1ccccc1)/c1cccnc1 | / | 0.0 | 3 | 1 | 1 | / | 13 | /
Cc1noc(C)c1COc1ccc(C(=O)N2CCN(c3cccc(Cl)c3)CC2)cc1 | 24 | -0.1 | -1 | 2 | 2 | / | 4 | 0
O=C(Nc1nccs1)[C@H]1[C@H](CO)[C@H]2Cn3c(ccc(-c4ccccc4)c3=O)[C@H]2N1CC1CCCC1 | ? | 0.2 | 14 | 2 | 14 | / | -10 | 4
COc1ccccc1C(=O)NC(CCSC)C(=O)OC(C)C(N)=O (stereo unspecified) | / | 0.3 | 17 | 1 | 2 | 1 | 0 | /
C[C@@H]1CN([C@H](C)CO)C(=O)c2cc(NC(=O)Cc3ccccc3)ccc2O[C@@H]1CN(C)S(=O)(=O)c1ccc(Cl)cc1 | -9 | -0.1 | -2 | -1 | 8 | 5 | 6 | 6
Cc1ccc(S(=O)(=O)N(C)C[C@H]2OCCCC[C@@H](C)Oc3ccc(NC(=O)NC(C)C)cc3C(=O)N([C@@H](C)CO)C[C@@H]2C)cc1 | / | -0.1 | -10 | 1 | 2 | -2 | 14 | -3
O=C(c1cnccn1)N1CC(=O)N2[C@H](C1)[C@H](c1ccc(C#CC3CCCC3)cc1)[C@@H]2CO | / | 0.0 | 23 | 0 | 1 | / | -7 | /
CC#CCN1c2ccccc2[C@]23C[C@@H](C(=O)OC)N=C2NC(C(=O)OC)=C(C(=O)OC)[C@H]13 | 6 | 0.1 | 4 | 5 | 0 | 1 | 5 | -1
O=C(CC(=O)NN=Cc1ccc2c(c1)CCC2)NN=Cc1ccc2c(c1)CCC2 | / | 0.1 | 3 | 1 | -3 | / | 6 | /
CC(=O)Nc1ccc(S(=O)(=O)Nc2nc3ccccc3nc2N2CCc3ccccc3C2)cc1 | / | 0.0 | -5 | 0 | -1 | -1 | -92 | -1
CC(=O)N1[C@H](CNC(=O)CN(C)C)[C@@H](c2ccc(C3=CCCC3)cc2)[C@@H]1CO | -20 | 0.0 | / | / | / | -5 | -7 | 0
Cc1ccc(C)n1-c1cccc(C(=O)Nc2ccccc2)c1 | / | 0.0 | -2 | 0 | -6 | -5 | / | 0
C[C@@H]1CN([C@H](C)CO)C(=O)c2cc(NS(=O)(=O)c3cn(C)cn3)ccc2O[C@H]1CN(C)S(=O)(=O)c1ccccc1 | / | -1.2 | 1 | 2 | 1 | -1 | 8 | 2
CCOC(=O)C1=CCN(S(=O)(=O)c2ccccc2F)C1c1cccc(F)c1 (stereo unspecified) | -1 | 0.2 | 1 | 6 | -2 | -16 | 9 | -10
Cc1cccc(CSc2nc3c(c(=O)[nH]2)CCCC3)c1 | / | 0.0 | / | / | / | -9 | -6 | 8
CCOc1cc(/C=N/N=C2/NC(=O)C(CC(=O)O)S2)ccc1OCc1ccc(Cl)cc1 (stereo unspecified) | / | 0.1 | -1 | -4 | 6 | 6 | 14 | /
Cc1ccnc(NS(=O)(=O)c2ccc(NC(=O)CCOc3ccccc3)cc2)n1 | 7 | -0.1 | -2 | 0 | 1 | / | 6 | 3
O=[N+]([O-])c1ccccc1S(=O)(=O)N(CC(O)CN1CCCCC1)c1ccccc1 (stereo unspecified) | 6 | 0.1 | -5 | 1 | 3 | / | -4 | -2
CCC(=O)N1C[C@@H]2[C@H](c3ccccc31)[C@@H](CO)N2C(=O)CC | -16 | -0.1 | 73* | 0 | 7 | 13 | -11 | 0
COC(=O)c1ccc(CNC(=O)Cn2cnc(C(=O)Nc3ccc(C)c(C)c3)n2)cc1 | 2 | -0.1 | 2 | -5 | -1 | -1 | -11 | 0
COc1ccccc1N1CCN(C(=O)Cn2nnc(-c3cccs3)n2)CC1 | 1 | / | / | / | / | 9 | -15 | 1
COc1ccc(CN2C3CCCC2CC(NC(=O)c2cccc(F)c2)C3)cc1 (stereo unspecified) | 9 | 4.2 | -9 | -2 | -5 | 0 | 12 | 1
O=C(CCc1nnc2ccc(N3CCC4(CC3)OCCO4)nn12)N1CCCCC1 | -4 | 0.0 | -11 | -6 | 2 | -8 | -4 | 4
CC(C(N)=O)N1C(=O)NC2(CCCc3ccccc32)C1=O (stereo unspecified) | 6 | 0.0 | -7 | 1 | 0 | -5 | -4 | -3
Cc1cccc(NC(=O)c2cc(S(=O)(=O)N3CCCCC3)ccc2Cl)n1 | 16 | 0.0 | -2 | 1 | 2 | 5 | -5 | 0
COc1ccc(NC(=O)N(C)C[C@H]2Oc3ccc(NC(=O)Nc4ccccc4)cc3C(=O)N([C@@H](C)CO)C[C@H]2C)cc1 | -20 | -0.9 | -18 | 0 | -3 | 5 | 6 | 1
COc1ccc2[nH]c3c(=O)n(Cc4ccc(C(=O)N5CCCC5)cc4)c(=S)[nH]c3c2c1 | / | -0.9 | 2 | 1 | -1 | 1 | -25 | /
COc1ccc(Nc2ccccc2)c(C)c1 | / | / | 3 | 0 | -7 | / | 7 | /
O=C(N/N=C/c1cccnc1)c1cc2ccccc2cc1O | -7 | -0.1 | -3 | -4 | 1 | 5 | -31 | -1
NC(=O)CC(NC(=O)Cc1ccc(Br)cc1)c1ccc(N2CCN(c3ccccn3)CC2)c([N+](=O)[O-])c1 (stereo unspecified) | 10 | -0.2 | -2 | 3 | 0 | / | 0 | -2
C[C@@H]1CN([C@@H](C)CO)C(=O)c2cc(NC(=O)C3CCCCC3)ccc2O[C@@H]1CN(C)C(=O)Nc1ccc2c(c1)OCO2 | -34 | 0.1 | 0 | 4 | 3 | -2 | -3 | -17
CCOc1ccc(N(Cc2ccc(C(=O)O)cc2)S(=O)(=O)c2ccc(C)cc2)cc1 | -2 | 0.0 | -2 | 0 | -3 | -2 | 9 | -2
COCC#Cc1ccc2c(c1)O[C@H](CN(C)S(=O)(=O)c1cccc(OC)c1)[C@H](C)CN([C@@H](C)CO)S2(=O)=O | -13 | -0.2 | 0 | 3 | 1 | -10 | 6 | -6
O=c1[nH]c2cc([N+](=O)[O-])c(NCCO)c([N+](=O)[O-])c2[nH]1 | / | 0.1 | -27 | 9 | 3 | -13 | -9 | /
O=C(C1CCCC1)N1CC[C@@H]2[C@H]1c1cc(-c3cccc(F)c3)ccc1N[C@@H]2CO | / | 0.0 | -9 | -2 | -4 | -11 | 0 | /
Cc1noc(C)c1NC(=O)Nc1ccc2c(c1)C(=O)N([C@@H](C)CO)C[C@H](C)[C@H](CN(C)Cc1ccc(C(F)(F)F)cc1)O2 | 13 | 0.2 | -34 | 1 | 5 | 4 | -7 | -9
CCN=C1NC(CCc2ccccc2)C(C(=O)OC)=C(C)N1Cc1ccccc1C(F)(F)F (stereo unspecified) | / | -0.1 | -1 | -2 | / | / | 4 | /

11 structures from above, ordered by number of heavy atoms, largest number first:
smiles | C2C12 statin | Xi reactivation | S100A4 inh HTS | ERAP1 inh | SIRT5 inh | PGC1a acetyl inh | LGR2 antag | Cneo AK release
Cc1noc(C)c1NC(=O)Nc1ccc2c(c1)C(=O)N([C@@H](C)CO)C[C@H](C)[C@H](CN(C)Cc1ccc(C(F)(F)F)cc1)O2 | 13 | 0.2 | -34 | 1 | 5 | 4 | -7 | -9
COc1ccc(NC(=O)N(C)C[C@H]2Oc3ccc(NC(=O)Nc4ccccc4)cc3C(=O)N([C@@H](C)CO)C[C@H]2C)cc1 | -20 | -0.9 | -18 | 0 | -3 | 5 | 6 | 1
COCC#Cc1ccc2c(c1)O[C@H](CN(C)S(=O)(=O)c1cccc(OC)c1)[C@H](C)CN([C@@H](C)CO)S2(=O)=O | -13 | -0.2 | 0 | 3 | 1 | -10 | 6 | -6
NC(=O)CC(NC(=O)Cc1ccc(Br)cc1)c1ccc(N2CCN(c3ccccn3)CC2)c([N+](=O)[O-])c1 (stereo unspecified) | 10 | -0.2 | -2 | 3 | 0 | / | 0 | -2
CCN=C1NC(CCc2ccccc2)C(C(=O)OC)=C(C)N1Cc1ccccc1C(F)(F)F (stereo unspecified) | / | -0.1 | -1 | -2 | / | / | 4 | /
COc1ccc2[nH]c3c(=O)n(Cc4ccc(C(=O)N5CCCC5)cc4)c(=S)[nH]c3c2c1 | / | -0.9 | 2 | 1 | -1 | 1 | -25 | /
COc1ccc(CN2C3CCCC2CC(NC(=O)c2cccc(F)c2)C3)cc1 (stereo unspecified) | 9 | 4.2 | -9 | -2 | -5 | 0 | 12 | 1
COc1ccccc1N1CCN(C(=O)Cn2nnc(-c3cccs3)n2)CC1 | 1 | / | / | / | / | 9 | -15 | 1
CCC(=O)N1C[C@@H]2[C@H](c3ccccc31)[C@@H](CO)N2C(=O)CC | -16 | -0.1 | 73* | 0 | 7 | 13 | -11 | 0
O=c1[nH]c2cc([N+](=O)[O-])c(NCCO)c([N+](=O)[O-])c2[nH]1 | / | 0.1 | -27 | 9 | 3 | -13 | -9 | /
COc1ccc(Nc2ccccc2)c(C)c1 | / | / | 3 | 0 | -7 | / | 7 | /

Continued:
smiles | C2C12 statin | Xi reactivation | S100A4 inh HTS | ERAP1 inh | SIRT5 inh | PGC1a acetyl inh | LGR2 antag | Cneo AK release
COCCNC(=O)Cc1c(C)c2c(cc(C)c3c(C)coc32)oc1=O | 7 | 0.0 | -2 | -1 | -13 | 5 | / | -1
COc1ccc(S(=O)(=O)N(C)C[C@@H]2Oc3ccc(NS(=O)(=O)c4ccc(F)cc4)cc3CC(=O)N([C@H](C)CO)C[C@@H]2C)cc1 | -18 | 0.7 | -5 | 3 | 4 | 1 | 12 | /
COc1ccc(S(=O)(=O)Nc2ccc3c(c2)C(=O)N([C@@H](C)CO)C[C@@H](C)[C@@H](CN(C)CC2CCCCC2)OCCCC[C@@H](C)O3)cc1 | / | 0.4 | / | / | / | -2 | 9 | -5
Brc1ccc2ncnc(Nc3cccc4ccccc34)c2c1 | 0 | / | / | / | / | 14 | 18 | -3
CN(C)S(=O)(=O)c1ccc(N2CCCC2)c(C(=O)NC2(C)CCS(=O)(=O)C2)c1 (stereo unspecified) | -11 | 0.1 | -3 | 2 | -3 | -3 | 2 | 0

This is a subset. The share of hits here may be higher or lower than overall.
